# Source: PubChem BioAssay (several laboratories)
# SIAH1 antagonists: Siah-1 peptide-binding antagonists, primary screen, biochemical, fluorescence polarization, rhodamine-plectin, uHTS (AID 1817); Siah-1 / rhodamine-plectin peptide fluorescence polarization; higher % means a stronger effect; displacement, % at 20 µM, or IC50 in µM where a hit was titrated; 290,000 compounds, 0.02% hits;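 active means displacement of at least 50% at 20 µM, with a fluorescence ratio check between 0.3 and a set limit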;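 further: plate controls were Siah plus tracer with DMSO for no effect and tracer alone without Siah for full effect; strong numbers were not always called active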
# XIAP antagonists: small molecules displacing peptide from XIAP – biochemical, IAP family, fluorescence polarization (AID 1018) | XIAP BIR domain, fluorescence polarization peptide displacement; higher % means a stronger effect | displacement, % at 20 µM, or IC50 in µM where a hit was titrated | 200,000 compounds, 0.007% hits; in the data active means displacement above about 50%; further: a part of the inactive calls stands beside numbers as strong as those of hits
# human PMI inhibition: inhibitors of human PMI, primary screen, biochemical, fluorescence intensity, coupled assay (AID 1209) | 190,000 compounds, 0.42% hits | inhibition, % at 20 µM, or IC50 in µM where a hit was titrated | purified PMI enzyme, coupled fluorescence intensity; higher % means a stronger effect;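 further: plate controls were DMSO vehicle for no effect and wells lacking substrate for full effect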
# P. falciparum M17LAP: P. falciparum M17LAP inhibitors, primary screen, biochemical, fluorogenic H-Leu-NHMec substrate, 1536-well (AID 1619) | recombinant M17LAP, H-Leu-NHMec fluorogenic kinetic assay; higher % means a stronger effect | one-dose inhibition, % at 30 µM; IC50 in µM for titrated hits | 220,000 compounds, 0.38% hits;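 active means compound inhibiting the enzyme by more than half at any dose during confirmatory dose-response retesting; inconclusive means strong single-dose inhibitors picked by rank but not retested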;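 further: plate controls were full reaction with DMSO carrier for no effect and no enzyme background for full effect; strong numbers were not always called active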
# PMI inhibition: MPI inhibition at elevated mannose 6-phosphate – biochemical, fluorescence intensity, high mannose 6-phosphate, primary screen (AID 1220); inhibition, % at 20 µM; hits with a dose series show IC50 in µM; 190,000 compounds, 0.66% hits; recombinant PMI enzyme, coupled fluorescence intensity; higher % means a stronger effect
# TNAP activators: stimulation of alkaline phosphatase TNAP activity – biochemical, luminescent, no phosphate acceptor, uHTS, primary screen (AID 1001); purified TNAP, luminescent activation assay, no phosphate acceptor; higher activation fold means a stronger effect; activation fold at 20 µM, or EC50 in µM where a hit was titrated; 200,000 compounds, 0.03% hits; in the data active means activation fold from about 3, or a potency from the dose series; inactive means the rest, 99 in 100 with activation fold below about 1.6; further: many of its hits are not listed in these tables
# P. falciparum M1AAP: malaria alanyl aminopeptidase activity blockers – biochemical, fluorogenic H-Leu-NHMec substrate, 1536-well (AID 1445). recombinant M1AAP, H-Leu-NHMec fluorogenic kinetic assay; higher % means a stronger effect. one-dose inhibition, % at 30 µM; IC50 in µM for titrated hits. 220,000 compounds, 0.42% hits;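 active means primary inhibition above the hit cutoff, then over 50% inhibition at one or more dose response concentrations, cut at about 23% in these data, passing the limit was not always enough; inconclusive means conflicting primary data, or primary hits not chosen for dose response; inactive means low primary inhibition, or under 50% at every dose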;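 further: plate controls were DMSO full reaction for no effect and no enzyme background for full effect; strong numbers were not always called active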
# K1F lysis inhibition: inhibition of K1F phage lysis, E. coli UTI89, bacterial capsule biogenesis inhibitors, alamar blue (AID 488966); 340,000 compounds, 0.02% hits; one-dose inhibition, % at 100 µM; IC50 in µM for titrated hits; E. coli UTI89 K1F phage lysis, alamar blue, 2 h; higher % means a stronger effect;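 active means phage lysis inhibition, versus mean bacterial control, above a set limit; inconclusive means no clear call, values can overlap the other calls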;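 further: capsule biogenesis inhibitors block K1F phage lysis so surviving cells raise fluorescence; higher fluorescence means more inhibition of phage lysis; actives were called in the ten point dose series up to 300 µM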
# Hep lipid drop: hepatic lipid droplet formation modulation | AML12 mouse hepatocytes, oleate lipid droplets, BODIPY imaging | inhibition, % at 6.5 µM | 240,000 compounds, 0.4% hits | AID 1656;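 active means lipid droplet intensity inhibited by at least 50%, with more than 500 cells counted; inconclusive means wells with under 300 cells, treated as cytotoxic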
#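 Assay system: AML12 mouse liver cells | Compound: 6.5 µM single-point dosing | Schedule: Overnight exposure | Technique: Fluorescence imaging, 20x objective, two fields per well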
# Hep lipid drop cells 6.5 µM: also measured in Hep lipid drop; calls as there; cell count; measured here: cell count, cytotoxicity flag;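 cells counted across two imaged fields per well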
# * hit, by the source's call; ? = inconclusive; · = no result given; [ ] = another dose, or the depositor's remark. Unless noted, no stated cut-off is given here; in the data, active means inhibition above about 50%; inactive means the rest.
SMILES,SIAH1 antagonists,XIAP antagonists,human PMI inhibition,P. falciparum M17LAP,PMI inhibition,TNAP activators,P. falciparum M1AAP,K1F lysis inhibition,Hep lipid drop,Hep lipid drop cells 6.5 µM
CCN1C(=O)c2cccc3c(S(=O)(=O)N(C(=O)c4ccncc4)c4ccc(OC)cc4)ccc1c23,-0.3%,-2.6%,10.7%,-17.1%,27.1%,1,10.2%,3.2%,-63.5,654
O=C(Nc1nc(-c2cccs2)cs1)C1=COCCO1,0.9%,-4.3%,14.2%,-1.9%,6.1%,1.1,9.3%,0.9%,4.2,597
Cc1ccc(-n2c(O)cnc2Nc2nc(C)cc(C)n2)cc1,-0.5%,-3.9%,3.3%,-5.1%,4.8%,1,5.2%,0.3%,·,·
Cc1c(=O)n(OCc2ccc(Cl)cc2)c2ccccc2[n+]1[O-],-3.2%,-3.3%,8.8%,2.7%,12.9%,1.1,2.9%,2.0%,1.1,644
Nn1cnnc1SC1CCCCC1NS(=O)(=O)c1ccccc1 (stereo not given),-3.5%,-6.2%,-19.7%,-7.3%,-42.9%,1.1,-1.8%,-0.3%,-8.1,721
O=C(CCl)NCCCCCCCCCNC(=O)CCl,1.0%,-8.3%,-23.8%,-0.4%,-24.9%,1,3.3%,3.0%,0.9,658
CCOC(=O)C1CCCN(S(=O)(=O)c2ccc(OC)c3ccccc23)C1 (stereo not given),-4.4%,-6.1%,3.7%,4.1%,0.2%,1.1,-1.0%,0.4%,-16.2,721
O=C(CN1CCN(S(=O)(=O)c2ccccc2)CC1)Nc1cccc(C(F)(F)F)c1,2.5%,0.1%,9.7%,10.0%,11.5%,1.1,4.9%,-0.4%,·,·
COc1ccc(CN2CCN(S(=O)(=O)c3ccccc3)CC2)c(OC)c1,5.0%,-2.6%,16.0%,5.6%,7.7%,1.1,3.6%,-0.3%,-7.7,749
Cc1cccc(CN2CCSc3sccc3C2=O)c1,4.8%,-6.8%,-2.0%,-5.3%,-5.9%,1.1,-1.8%,-0.1%,0.0,678
COc1cc(/C=C\C(=O)NCc2ccc3c(c2)cc(C)n3C)cc(OC)c1OC,-0.9%,-8.8%,-0.5%,8.8%,-2.1%,1.1,0.9%,6.9%,-16.3,703
CCn1c(-c2cc(-c3ccc(OC(C)C)cc3)nc3ccccc23)n[nH]c1=S,-4.5%,-3.3%,8.8%,-54.2%,1.7%,0.9,2.1%,8.7%,-5.6,796
Cc1nnc(SCC(=O)Nc2ccc3c(c2)OCO3)n(N)c1=O,0.9%,-5.4%,-9.0%,2.9%,-1.3%,1.2,5.9%,0.7%,16.3,686
Nc1ncc2c(n1)-c1cc(Cl)ccc1SC2,4.0%,-18.3%,3.8%,-2.5%,-2.9%,1,12.8%,0.0%,-3.8,667
COc1cc2ncnc(NCc3ccccc3)c2cc1OC,-3.4%,0.5%,7.9%,14.9%,1.6%,1.1,9.8%,-0.3%,?,·
S=c1nc(-c2ccccc2)[nH]c2ccc(Br)cc12,-1.2%,·,·,4.8%,·,·,2.8%,1.1%,-8.0,791
Cc1c(Br)c(C(F)(F)F)nn1CC(=O)NCC1CCCO1 (stereo not given),3.9%,1.1%,5.5%,-2.4%,8.3%,1.1,-4.9%,0.0%,·,·
C=CCSC1=C(C#N)C(c2ccccc2Cl)C(C(=O)c2cccs2)C(O)(C(F)(F)F)N1 (stereo not given),-7.7%,2.2%,17.6%,9.7%,5.0%,1.1,1.1%,-1.8%[50 µM],9.0,626
CCN1CCN(C(c2cccs2)C(C)NC(=O)c2ccccc2OC)CC1 (stereo not given),-2.6%,-4.7%,12.7%,8.7%,11.7%,1,1.1%,2.1%,-3.8,647
O=S(=O)(Nc1nc(SCc2ccc(Cl)cc2)n[nH]1)c1ccccc1,-3.5%,·,·,-5.8%,·,·,-1.9%,·,-8.4,777
CN1CCN(CC(=O)NN(Cc2ccccc2)c2ccccc2)CC1,6.0%,·,·,4.1%,·,·,5.1%,13.2%,-8.2,708
COc1ccc(C(=O)Nc2nc3ccccc3s2)cc1OC,3.4%,-6.6%,·,21.1%,·,1.1,5.3%,0.0%,4.9,651
CN(C)CCSc1nc(-c2ccccc2)nc2c1CCCC2,-3.0%,·,·,11.4%,·,·,8.2%,·,-2.1,706
CC(C)C1C(=O)NC(=S)N1S(=O)(=O)c1ccc(C(C)(C)C)cc1 (stereo not given),3.0%,-3.9%,4.1%,8.4%,3.7%,1.1,1.0%,-0.2%,-8.7,774
CCC(O)c1cc2c(cc1NC(=O)c1cccs1)OCCO2 (stereo not given),6.7%,-0.6%,4.4%,15.5%,4.2%,1.1,14.4%,-0.1%[50 µM],12.5,638

# The last 4 compounds of the section before come first, to join the parts:
SMILES,SIAH1 antagonists,XIAP antagonists,human PMI inhibition,P. falciparum M17LAP,PMI inhibition,TNAP activators,P. falciparum M1AAP,K1F lysis inhibition,Hep lipid drop,Hep lipid drop cells 6.5 µM
COc1ccc(C(=O)Nc2nc3ccccc3s2)cc1OC,3.4%,-6.6%,·,21.1%,·,1.1,5.3%,0.0%,4.9,651
CN(C)CCSc1nc(-c2ccccc2)nc2c1CCCC2,-3.0%,·,·,11.4%,·,·,8.2%,·,-2.1,706
CC(C)C1C(=O)NC(=S)N1S(=O)(=O)c1ccc(C(C)(C)C)cc1 (stereo not given),3.0%,-3.9%,4.1%,8.4%,3.7%,1.1,1.0%,-0.2%,-8.7,774
CCC(O)c1cc2c(cc1NC(=O)c1cccs1)OCCO2 (stereo not given),6.7%,-0.6%,4.4%,15.5%,4.2%,1.1,14.4%,-0.1%[50 µM],12.5,638
COc1ccc(OC)c(NC=C2C(=O)OC3(CCCCC3)OC2=O)c1,-6.5%,-6.4%,5.1%,3.2%,22.6%,1,-14.3%,0.3%,·,·
COCCCNC(=S)Nc1cccc(S(=O)(=O)NC2=NCCC2)c1,-3.5%,-8.0%,-11.5%,2.5%,-16.5%,1.1,0.0%,0.1%,2.8,711
CC(NC(=O)c1ccccc1NC(=O)c1ccccc1)C(=O)N1CCOCC1 (stereo not given),3.3%,-6.8%,-0.5%,2.8%,-2.9%,1.1,-2.9%,1.8%,3.5,589
CC(C)OC(=O)CSc1nc(-c2ccc(F)cc2)nc2ccc(F)cc12,0.6%,-4.6%,2.8%,5.2%,3.7%,1,0.7%,-0.3%,·,·
COc1ccccc1C1/C(=C(/O)c2ccccc2)C(=O)C(=O)N1CCO (stereo not given),5.8%,-2.2%,-4.4%,18.9%,-3.2%,1.1,1.2%,-0.2%,·,·
COc1ccc(CCn2ccc(O)c(Cc3ccc(Cl)cc3)c2=O)cc1OC,13.3%,0.5%,8.5%,-2.2%,8.2%,1.1,-1.4%,0.3%,61.0*,693*
Cc1cc(C)c(S(=O)(=O)N2CCN=C2c2ccccc2)c(C)c1,1.1%,-4.0%,5.4%,8.0%,3.0%,1.1,2.0%,-1.4%,-23.5,621
Fc1ccc(N2CCN(c3ccc4c(C(F)(F)F)cc(C(F)(F)F)nc4n3)CC2)cc1,3.8%,-4.1%,14.1%,-1.0%,7.6%,1,-0.8%,1.7%,·,·
COCCn1c(SCC(=O)Nc2ccc3c(c2)OCCO3)nc2c(c1=O)SC(C)C2 (stereo not given),-1.4%,0.4%,-1.3%,16.4%,-4.3%,1.1,-0.1%,2.7%,1.1,752
CC(O)CCC(=O)NNC1CC(=O)N(c2ccccc2)C1=O (stereo not given),9.5%,·,·,12.6%,·,·,2.6%,·,10.4,770
NC(=S)N/N=C/c1ccc(-c2cccc([N+](=O)[O-])c2)o1,-5.1%,-6.7%,-13.7%,6.4%,-20.5%,0.9,15.3%,-1.1%,·,·
CCC(CC)C(=O)N(CCc1ccc(OC)cc1)Cc1nc2ccccc2c(=O)[nH]1,-1.8%,-3.5%,-3.1%,-0.4%,-2.9%,1,-3.8%,-1.5%,9.2,740
COc1cc(C(=O)Nc2cc(C)c(OCC(=O)N3CCOCC3)c(C)c2)cc(OC)c1OC,-6.9%,-1.8%,1.3%,3.2%,3.9%,1.1,1.8%,0.0%,·,·
O=C(Cc1ccc(Cl)cc1)NCC(=O)N1CCCC1,3.9%,-6.0%,0.6%,6.9%,0.8%,1.1,9.0%,0.3%,-2.5,639
CCN(CC)S(=O)(=O)c1ccc(NC(=O)CSc2nnc(-c3cccc(OC)c3)n2C)cc1,-1.7%,-8.0%,9.4%,5.5%,11.4%,1,11.8%,-3.1%,·,·
O=C(NC(=S)Nc1ccccc1)c1ccc(-c2ccccc2)cc1,-0.3%,-9.0%,8.2%,-5.3%,-2.5%,1,8.1%,1.8%,-6.2,506
O=C(NCC(=O)N(CCN1CCOCC1)C(C(=O)NC1CCCC1)c1cccnc1)c1cccs1 (stereo not given),15.1%,-5.7%,-8.9%,8.0%,0.1%,1.1,7.7%,3.3%,-5.0,702
CCOC(=O)c1ccc(NC(=O)Nc2ncccc2C)cc1,1.5%,-0.9%,-6.2%,-2.7%,-11.5%,1,2.6%,0.6%,-5.1,658
COc1ccc2nc(C(C)O)[nH]c2c1 (stereo not given),12.1%,-3.0%,5.1%,-4.6%,13.3%,1,-7.0%,0.1%,-6.8,658
CN1/C(=C\C(=O)CSc2cccc[n+]2[O-])C(C)(C)c2ccccc21,-0.8%,0.1%,-35.4%,10.3%,-49.1%,1.1,4.7%,0.5%,0.3,712
Nc1ccc(OCC(O)C[n+]2ccc(CCS(=O)(=O)[O-])cc2)cc1 (stereo not given),-0.7%,-18.3%,12.6%,-7.2%,53.8%*,1,-3.0%,-0.3%,0.5,707
C=CCCN(C(CC(C)C)C(=O)OC)S(=O)(=O)c1cc(Br)ccc1Br (stereo not given),-1.3%,·,·,-4.7%,·,·,3.3%,0.3%,-1.6,687
CCCNC(=O)c1ccc2c(=O)c(O)c(-c3ccc(C)cc3)[nH]c2c1,1.0%,·,·,7.5%,·,·,-4.8%,-8.2%,·,·
CC(/C=N\NC(=O)Cn1c(C)nc2ccccc21)=C\c1ccccc1,18.6%,-3.1%,8.6%,-3.2%,9.8%,1,0.6%,0.9%,·,·
O=C(N/N=C/c1cccc(O)c1)c1cc(-c2ccc3c(c2)OCO3)n[nH]1,-1.3%,-18.2%,18.9%,21.1%,1.9%,0.1,2.2%,0.1%,7.3,650
CCOC(=O)CNC(=S)SC,7.0%,·,·,-5.8%,·,·,8.9%,-0.5%,15.3,710
O=C(O)CCn1c(O)c(C=C2N=c3ccccc3=N2)sc1=S,-4.6%,·,·,8.5%,·,·,9.0%,0.0%,-16.9,739
